HUVEC tox TNFa – HUVEC cytotoxicity counter-screen, TNF alpha stimulated. HUVEC TNFalpha-stimulated, Hoechst cell count, imaging. cell count reduction, % at 2 µM. hit rate 0.17% among 93,000. AID 848;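 active = cell count reduction exceeding the screen mean by over 5 SD, scaled to untreated wells per plate, cut at about 78% in these data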;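 note: cells counted after 24 h of TNF alpha exposure following the 1 h pretreatment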
IL1B cytotox – toxic to HUVEC cells under IL-1B stimulation | HUVEC cell count loss, Hoechst imaging, IL-1B stimulated | cell count reduction, % at 2 µM | hit rate 0.41% among 94,000 | AID 845;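 active = cell count reduction more than 3 SD above the screen-wide mean, cut at about 70% in these data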;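 note: normalized per plate to untreated control cells as the no-loss baseline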
ERb SRC1 inh – blocks coactivator binding to human estrogen receptor beta; Q92731; TR-FRET ER-beta LBD / SRC1-Cy5 peptide binding; receptor agonist-loaded with 1 µM estradiol; inhibition, % at 25.6 µM; hit rate 1.3% among 86,000; AID 633;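 active = compounds whose percent inhibition of the receptor-coactivator binding signal exceeds about 50% in the single-dose screen, limit read from the data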;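 note: 0% = receptor plus peptide wells without compound and 100% = peptide-only wells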
Target sequence (Q92731 whole entry, looked up, the tested form may be a part): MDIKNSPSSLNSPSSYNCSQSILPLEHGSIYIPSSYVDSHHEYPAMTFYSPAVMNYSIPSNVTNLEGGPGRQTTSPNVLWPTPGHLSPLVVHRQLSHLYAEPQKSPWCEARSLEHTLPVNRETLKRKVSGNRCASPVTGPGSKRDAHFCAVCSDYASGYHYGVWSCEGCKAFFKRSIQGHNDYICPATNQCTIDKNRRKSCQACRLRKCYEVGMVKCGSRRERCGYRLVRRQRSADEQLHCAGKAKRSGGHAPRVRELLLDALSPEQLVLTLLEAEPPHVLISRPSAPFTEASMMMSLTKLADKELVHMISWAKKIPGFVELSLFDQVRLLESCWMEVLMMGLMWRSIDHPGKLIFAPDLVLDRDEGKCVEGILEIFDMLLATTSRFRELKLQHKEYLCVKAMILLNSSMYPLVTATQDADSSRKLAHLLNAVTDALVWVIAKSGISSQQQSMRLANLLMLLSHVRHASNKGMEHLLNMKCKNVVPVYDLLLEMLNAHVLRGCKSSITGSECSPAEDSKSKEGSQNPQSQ
Candida biofilm – kills Candida albicans biofilms | inhibition, % at 6 µM | hit rate 0.14% among 85,000 | C. albicans biofilm + clotrimazole, Alamar Blue;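 active = inhibition above 20%; inactive = inhibition below 20%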;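 note: preformed 24 hr biofilms exposed to compound for 48 hr; 0% = biofilm without compound and 100% = blank killed by clotrimazole plus chlorhexidine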
sEH act – increases human soluble epoxide hydrolase activity; AID 717; activation, % at 2 µM; hit rate 0.04% among 91,000; purified human sEH enzymatic activity, activator screen; in the data active = activation above about 37%; note: values of inactives mirror those of a sister screen read the other way
Target sequence (P34913 whole entry, looked up): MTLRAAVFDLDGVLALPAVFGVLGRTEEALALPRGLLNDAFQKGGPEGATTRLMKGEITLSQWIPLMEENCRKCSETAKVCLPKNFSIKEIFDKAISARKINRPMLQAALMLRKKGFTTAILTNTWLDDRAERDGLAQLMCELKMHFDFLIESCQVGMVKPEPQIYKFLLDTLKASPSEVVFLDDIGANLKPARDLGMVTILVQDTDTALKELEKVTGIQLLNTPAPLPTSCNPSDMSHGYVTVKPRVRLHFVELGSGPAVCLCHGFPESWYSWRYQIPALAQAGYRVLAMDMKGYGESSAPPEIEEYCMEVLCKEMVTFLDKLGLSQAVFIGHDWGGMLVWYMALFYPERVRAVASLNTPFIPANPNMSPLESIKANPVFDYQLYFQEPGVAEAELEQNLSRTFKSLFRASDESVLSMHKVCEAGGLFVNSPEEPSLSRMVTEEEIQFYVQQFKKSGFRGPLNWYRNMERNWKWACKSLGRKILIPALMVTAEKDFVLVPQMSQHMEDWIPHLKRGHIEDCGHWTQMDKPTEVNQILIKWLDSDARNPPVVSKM
sEH inhibitor – soluble epoxide hydrolase (human) inhibition; recombinant human sEH enzymatic activity assay; inhibition, % at 2 µM; hit rate 0.34% among 91,000; AID 707; in the data active = inhibition above about 80%; note: values of inactives mirror those of a sister screen read the other way; many of its hits are not listed in these tables
Smad3 inh – Smad3 (human) transcription factor binding inhibition. inhibition, % at 25 µM. hit rate 0.29% among 88,000. TR-FRET Smad3/Dy647-FoxH1 peptide binding, europium anti-His;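 active = compounds that reduce the energy-transfer binding signal between the protein and its labelled peptide by more than half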;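 note: 0% = Smad3 plus labelled peptide maximal FRET and 100% = peptide-only background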
VCAM1 TNFa inh – reduces TNF alpha induced VCAM1 expression in HUVEC; AID 802; HUVEC TNFa-induced VCAM-1 immunofluorescence, high-content imaging; hit rate 0.48% among 95,000; inhibition, % at 2 µM;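 active = inhibition above the batch mean plus 3 SD, with images confirmed as a hit by eye, cut at about 37% in these data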;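 note: 0% = TNF-stimulated DMSO wells and 100% = unstimulated control wells; not every result past the cut was called active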
cytoskel mod – cytoskeleton assembly modification | HUVEC TNFa F-actin phalloidin imaging, high content | inhibition, % at 2 µM | hit rate 0.18% among 91,000;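 active = inhibition above the batch mean plus 3 SD and confirmed as a hit by visual image inspection, cut at about 30% in these data, passing the limit was not always enough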; note: strong numbers were not always called active
Starred values were filed as active, the others as inactive; nt = no result given; [ ] = dose if it differs, or a comment.

SMILES | HUVEC tox TNFa | IL1B cytotox | ERb SRC1 inh | Candida biofilm | sEH act | sEH inhibitor | Smad3 inh | VCAM1 TNFa inh | cytoskel mod
O=C(Nc1ncnc2sc3c(c12)CCCCC3)c1ccc(F)cc1 | -4 | 6 | 8 | 3 | -6 | 4 | -14 | 2 | 2
CCN(CC)c1ccc(C2C3CCCCC3(O)CCN2CC(=O)N2CCCCC2)cc1 (stereo unspecified) | -8 | 22 | 24[fluorescence artefact?] | 3 | 13 | -15 | -7 | -7 | -10
CNC(=O)Nc1ccccc1C(=O)NCc1ccccc1 | -22 | -32 | 17 | 4 | -2 | 1 | -1 | 6 | 6
CNS(=O)(=O)c1cccc(C(=O)Nc2cccc(Cl)c2)c1 | -27 | -8 | nt | nt | -14 | 15 | nt | 13 | -4
CC(C)(C)NC(=O)CN(C(=O)C1CSC(=O)C1)c1ccc2c(c1)OCCO2 (stereo unspecified) | -26 | -11 | -8 | 2 | 20 | -22 | 3 | 6 | 1
COc1ccc(OCc2nnc(SCC(N)=O)n2N)cc1 | -18 | 2 | nt | nt | 1 | 0 | nt | -40 | 7
CCOC(=O)c1c(NC(C)=O)sc2c1C1CCN2CC1 | 12 | 16 | -5 | 6 | -1 | 2 | 4 | 3 | -13
CCn1c(CNc2ccccc2Cl)nnc1SCC(=O)NCc1ccccc1 | -7 | 9 | -2 | 2 | 15 | -18 | -1 | -12 | -2
CC(C)CCN(CCC(C)C)C/C(O)=C(\C#N)c1nc(-c2ccccc2)cs1 | -48 | 2 | nt | nt | 17 | -14 | nt | -9 | 3
O=C(NC(NC(=S)Nc1ccccc1)C(Cl)(Cl)Cl)c1cccc(Cl)c1 (stereo unspecified) | -1 | 51 | nt | nt | 12 | -11 | nt | 1 | -16
Cc1cc(NC(=O)C2(c3ccccc3)CCCC2)no1 | 13 | 12 | -6 | 3 | 16 | -14 | 0 | 3 | 0
Cc1nc(SCCC(C)C)c([N+](=O)[O-])[nH]1 | -11 | 2 | 0 | 2 | 7 | -6 | 0[fluorescence artefact?] | -3 | 0

One compound at a time (already shown). Screens in order: HUVEC tox TNFa, IL1B cytotox, ERb SRC1 inh, Candida biofilm, sEH act, sEH inhibitor, Smad3 inh, VCAM1 TNFa inh, cytoskel mod
Listed for `COc1ccc(OCc2nnc(SCC(N)=O)n2N)cc1` : -18, 2, nt, nt, 1, 0, nt, -40, 7
Listed for `CNC(=O)Nc1ccccc1C(=O)NCc1ccccc1` : -22, -32, 17, 4, -2, 1, -1, 6, 6

Next section.
SMILES | HUVEC tox TNFa | IL1B cytotox | ERb SRC1 inh | Candida biofilm | sEH act | sEH inhibitor | Smad3 inh | VCAM1 TNFa inh | cytoskel mod
CN(CCc1ccccn1)Cc1ccc(Cl)cc1Cl | -30 | -7 | nt | nt | 0 | 1 | nt | 11 | -26
CSc1nncc(-c2ccc(F)c(F)c2)n1 | -25 | -66 | 1 | 9 | -4 | 6 | 10 | 11 | nt
O=c1c2ccccc2c(-c2ccccc2)nn1-c1cc(Cl)ccc1[N+](=O)[O-] | -1 | 14 | nt | nt | -4 | 5 | nt | 2 | 9
CCn1c(SCC(=O)N2c3ccccc3CCc3ccccc32)nc2c1c(=O)n(C)c(=O)n2C | -4 | -153 | 13 | 2 | 0 | 1 | -3 | 10 | -17
O=C1C(=C(c2ccccc2)c2ccccc2)Nc2ccccc21 | -18 | 10 | nt | nt | 16 | -13 | nt | 16 | 6
CC(=O)Nc1ccccc1NC(=O)CC(C)(C)C | -9 | -23 | -4 | 7 | 0 | 0 | 6 | 14 | 2
Cc1nnc(NC(=O)CN2C(=O)c3ccccc3S2(=O)=O)s1 | -18 | -21 | 4 | 7 | 0 | 0 | 5 | 6 | 14
CC(C)C(C)(C#N)NC(=O)CSc1nnc(-c2ccccc2)o1 (stereo unspecified) | -20 | -7 | -8 | 5 | -4 | -1 | 12 | 1 | 17
NC(=O)C1(NC(=O)[C@@H]2CC3(CC(c4cccc(NC(=O)[C@@H]5CCC(=O)N5)c4)=NO3)CN2C(=O)c2ccccc2)CC1 (stereo partly specified) | 15 | -5 | nt | nt | 12 | -10 | nt | -6 | 13
O=C(NC(=S)Nc1ccc(N2CCOCC2)c(Cl)c1)C(c1ccccc1)c1ccccc1 | -5 | 9 | nt | nt | 4 | -3 | nt | 5 | -7
CC(=Nc1cccc(O)c1)c1sc2ccccc2c1O | -24 | -41 | 0[fluorescence artefact?] | 14 | -4 | 2 | 0 | 17 | -2
C=CCOc1ccc(C2/C(=C(\O)c3c(C)[nH]c(C(=O)OC)c3C)C(=O)C(=O)N2CCN(C)C)cc1 (stereo unspecified) | -33 | -24 | -8 | 6 | -1 | 2 | -3 | -2 | -13
COc1ccccc1CC(=O)Nc1ccc(-c2nnc(-c3ccco3)o2)cc1 | 24 | -27 | 6 | 4 | nt | nt | 5 | -19 | -15
O=C(NCCC1=CCCCC1)C(=O)NCc1ccccc1Cl | 4 | -9 | nt | nt | -8 | 10 | nt | 1 | -17
COc1ccc(N2CCN(C(CNC(=O)c3ccco3)c3cccnc3)CC2)cc1 (stereo unspecified) | -44 | -12 | -6 | -3 | -6 | 4 | -6 | -18 | 16
N=c1oc2ccccc2cc1-c1nc2ccccc2c(=O)[nH]1 | -9 | 17 | nt | nt | 12 | -13 | nt | -2 | 22
O=C1CC(C(=O)N(c2cccc(F)c2)C(C(=O)NC2CCCC2)c2ccccn2)CS1 (stereo unspecified) | -10 | 8 | -11 | 6 | 9 | -10 | -7 | 11 | -2
CC(NC(=O)c1noc2c1CCCC2)c1ccccc1 (stereo unspecified) | -55 | -32 | -11 | 3 | 9 | -9 | -3 | -52 | -5
CSc1cccc(NC(=O)Cn2cccc2)c1 | -6 | -4 | -2 | 6 | 11 | -11 | -6 | -5 | -3
N#CCCN(Cc1cccnc1)C(=O)Nc1ccc(Cl)c(Cl)c1 | 21 | -16 | 0 | 5 | -5 | 6 | -6 | -1 | 6
CCN1CCCC1CNC(=O)c1cc2c(=O)n(C)c3ccccc3c2n1C (stereo unspecified) | 1 | 14 | 4 | 4 | 4 | -4 | -1 | 16 | -2
O=C(C1=C(O)C(=O)N(CCN2CCOCC2)C1c1ccccc1)c1cccs1 (stereo unspecified) | -14 | -5 | -10 | 0 | 17 | -17 | 5 | -1 | 4
Cc1cc(N2CCN(C)CC2)nc(N2CCOCC2)n1 | 6 | -16 | 3 | 5 | 4 | -3 | 1 | 25 | 3
CC(C)CC(OC(=O)c1cccs1)C(=O)NCc1ccco1 (stereo unspecified) | -17 | 16 | 58* | 4 | 11 | -9 | -5 | 35 | -25
COc1ccc(-c2oc3ncnc(NCCN4CCOCC4)c3c2-c2ccc(OC)cc2)cc1 | 3 | -18 | 3[fluorescence artefact?] | 10 | nt | nt | 2 | -30 | -7
COc1ccc(/C=N/NC(=O)c2csc(-n3nc(C)cc3C(F)(F)F)n2)cc1 | 13 | 6 | nt | nt | -2 | 0 | nt | -6 | -14
Cc1ccsc1C=C1C(=O)c2ccccc2C1=O | 7 | -6 | nt | nt | -12 | 14 | nt | 0 | 1
Cc1cc(C)cc(Oc2nc(C(F)(F)F)nc3ccccc23)c1 | 14 | 8 | nt | nt | 4 | -3 | nt | -4 | 15
O=C(O)c1ccc(-n2c(-c3cc(-c4ccco4)[nH]n3)n[nH]c2=S)cc1 | -9 | -12 | 29 | 9 | -1 | 4 | -1 | 0 | 16
Cn1sc(NC(=O)c2ccccc2)nc1=O | 9 | -88 | nt | nt | -10 | 8 | nt | 9 | -7
CSc1ccc(CNc2ccc(C)cc2)cc1 | -13 | -56 | nt | nt | -6 | 8 | nt | 9 | 20
Cc1ccc(S(=O)(=O)Cc2ccc(C(=O)N3CCc4ccccc4C3)o2)cc1 | -24 | 8 | 76* | 8 | -6 | 4 | 5 | 7 | 2
CCOC(=O)c1cnc2ccc(Cl)cc2c1NCCN(C)C | -21 | -89 | 4 | 8 | -3 | 6 | -14 | -7 | 4
Cc1occc1C(=O)N1CCN(c2ccc(Cl)c(Cl)c2)CC1 | -17 | -12 | 7 | 7 | 2 | -2 | 17 | -5 | -7
Cc1cc(C)nc(NC(=O)Cc2cccs2)n1 | 6 | -19 | 3 | 8 | -6 | 5 | 5 | -19 | 32
CCOC(=O)c1ccc2nc3c(cc2c1)CCS3 | -1 | 7 | -14 | 1 | 4 | -5 | 1 | 2 | -29

Another view of some results above:
SMILES	HUVEC tox TNFa	IL1B cytotox	ERb SRC1 inh	Candida biofilm	sEH act	sEH inhibitor	Smad3 inh	VCAM1 TNFa inh	cytoskel mod
CSc1ccc(CNc2ccc(C)cc2)cc1	-13	-56	nt	nt	-6	8	nt	9	20
Cc1ccc(S(=O)(=O)Cc2ccc(C(=O)N3CCc4ccccc4C3)o2)cc1	-24	8	76*	8	-6	4	5	7	2

(next part)
SMILES | HUVEC tox TNFa | IL1B cytotox | ERb SRC1 inh | Candida biofilm | sEH act | sEH inhibitor | Smad3 inh | VCAM1 TNFa inh | cytoskel mod
CC(C)OCC(O)CN (stereo unspecified) | -14 | -12 | 0[fluorescence artefact?] | 3 | -2 | 2 | 9 | -31 | 7
COc1ccc(NS(=O)(=O)c2cccc(-c3nnc4n3CCCCC4)c2)cc1 | -78 | -2 | 0 | 5 | 3 | -3 | 1 | -30 | 25
O=C(Nc1ccccc1F)C1CCN(C(=O)Cc2ccccc2)CC1 | -22 | nt | -5 | 5 | -15 | 15 | 19 | -1 | 2
CC(=O)c1cccc(NC(=O)Nc2ccc(C(=O)N3CCCC3)cc2)c1 | -12 | 5 | 2 | 8 | -55 | 54 | -14 | -6 | -9
CC(C)C1N(c2ccccc2)C(N)=C(C#N)C1(C#N)C#N (stereo unspecified) | -3 | -89 | 7 | 3 | -6 | 4 | 3 | 11 | -5
COc1ccc(C(=O)Nc2cccc3cccnc23)cc1OC | -9 | nt | -5 | -3 | -7 | 7 | -7 | 8 | 4
COCCn1c(SCc2c(F)cccc2Cl)nc2c1c(=O)[nH]c(=O)n2C | -6 | -3 | -9 | 2 | -10 | 14 | 3 | 7 | -5
CCN(CC(=O)NC(c1ccccc1)c1ccccc1)Cc1nc2ccccc2c(=O)[nH]1 | 32 | -27 | -6 | -7 | -5 | 8 | -3 | 1 | -32
COc1ccc(C(=O)/C=C/c2cn(CN3CCN(C)CC3)c3ccccc23)cc1 | -8 | 2 | -11 | 3 | 0 | -3 | -12 | 2 | -5
COC(=O)Cn1c(CN(Cc2ccccc2)Cc2ccccc2)nc2c1c(=O)[nH]c(=O)n2C | 0 | -1 | -2 | 6 | 11 | -10 | 5[fluorescence artefact?] | 2 | -10
O=S(=O)(N1CCCCCC1)N1CCN(S(=O)(=O)N2CCOCC2)CC1 | -6 | -43 | -5[fluorescence artefact?] | 11 | -6 | 8 | 4 | 0 | -6
Nc1nc(SCC(=O)Nc2cc(-c3ccccc3)nn2-c2ccccc2)n[nH]1 | 8 | 14 | nt | nt | 7 | -8 | nt | -1 | -2
COc1cc2cc(Br)cc(Br)c2nc1C | -13 | 13 | -7 | 3 | -4 | 3 | 38[fluorescence artefact?] | 9 | nt
COc1ccc(OC)c(C(=O)CSc2nnc(Cc3cccs3)n2CCc2ccccc2)c1 | 10 | -8 | -5 | 5 | 1 | 0 | -2 | 8 | 7
Cc1ccc(N2C(=O)c3ccccc3NC2C(C)Cc2ccc3c(c2)OCO3)cc1 (stereo unspecified) | -2 | nt | -5 | 5 | -5 | 5 | 5 | 4 | -9
Cc1ccc(S(=O)(=O)C(C#N)c2nc3ccccc3nc2OC(C)C)cc1 (stereo unspecified) | 3 | 24 | -1 | nt | -2 | 4 | 2 | -3 | 3
COc1ccc(OC)c(S(=O)(=O)Nc2c(F)cccc2F)c1 | -19 | 28 | -2 | -4 | 0 | 1 | -14 | 5 | 6
COc1ccc(CC(=O)Nc2ccc(-c3nnc(-c4ccccc4)o3)cc2)cc1 | -18 | -4 | 42[fluorescence artefact?] | 3 | -9 | 10 | 4[fluorescence artefact?] | -19 | 10
CCCCn1c(-c2ccco2)nc2ccccc2c1=O | -12 | 9 | 1 | 7 | -3 | 6 | -13 | 7 | 23

This is a subset; count on the stated rates, not on these rows.
